Compound activity (PubChem)
PG9 Ab binder – binds the HIV-1 gp120 antibody PG9. TR-FRET gp120-PG9 antibody binding. 360,000 compounds, 0.43% hits. inhibition, % at 6.7 µM; in the data active means inhibition above about 8.5%
rCAG binder – molecules binding r(CAG) RNA repeats | inhibition, % at 3 µM | r(CAG) RNA repeat, TO-PRO-1 dye displacement fluorescence | 370,000 compounds, 1.3% hits;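 active means inhibition above the plate cutoff, the mean of all test compounds on that plate plus 3 SD, cut at about 35% in these data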;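 further: 0% = DMSO alone and 100% = 100 µM mitoxantrone as full dye displacement; higher means more dye released from RNA so lower well fluorescence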
SMARCA2 activ – increases SMARCA2 function in MMTV reporter cells | MG213 cells, MMTV-luciferase reporter, dexamethasone, overnight | activation, % at 9.1 µM | 370,000 compounds, 1% hits; in the data active means activation above about 7.8%;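 further: 0% = vehicle wells and 100% = reference activator wells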
ASAP1 GAP inh – inhibitors of human ASAP1 ArfGAP activity. Q9ULH1. ASAP1-stimulated ARF1 GTP hydrolysis, GDP FP detection. inhibition, % at 16.5 µM. 360,000 compounds, 0.19% hits; in the data active means inhibition above about 25%;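 further: 0% = vehicle with enzyme and substrate and 100% = no enzyme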
Target sequence (Q9ULH1 325-724 limits assumed): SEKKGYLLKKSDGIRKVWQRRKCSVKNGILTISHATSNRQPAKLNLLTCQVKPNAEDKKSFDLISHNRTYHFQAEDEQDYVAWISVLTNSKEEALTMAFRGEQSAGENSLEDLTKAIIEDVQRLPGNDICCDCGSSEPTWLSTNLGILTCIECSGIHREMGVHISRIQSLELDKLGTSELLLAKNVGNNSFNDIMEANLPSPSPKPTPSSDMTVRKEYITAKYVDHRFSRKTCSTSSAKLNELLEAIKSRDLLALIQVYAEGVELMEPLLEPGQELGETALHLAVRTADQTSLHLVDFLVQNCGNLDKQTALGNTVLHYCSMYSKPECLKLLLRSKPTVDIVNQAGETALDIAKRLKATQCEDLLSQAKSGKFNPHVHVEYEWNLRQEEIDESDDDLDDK
HTRA1 inh – HTRA1 (human) protease inhibition; 340,000 compounds, 0.5% hits; AID 504803; Q92743; inhibition, % at 5.96 µM; recombinant HTRA1, FP-rhodamine activity-based probe, fluorescence polarization; in the data active means inhibition above about 36%;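 further: 0% = enzyme with DMSO and 100% = wells lacking enzyme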
Target sequence (Q92743 whole entry, looked up): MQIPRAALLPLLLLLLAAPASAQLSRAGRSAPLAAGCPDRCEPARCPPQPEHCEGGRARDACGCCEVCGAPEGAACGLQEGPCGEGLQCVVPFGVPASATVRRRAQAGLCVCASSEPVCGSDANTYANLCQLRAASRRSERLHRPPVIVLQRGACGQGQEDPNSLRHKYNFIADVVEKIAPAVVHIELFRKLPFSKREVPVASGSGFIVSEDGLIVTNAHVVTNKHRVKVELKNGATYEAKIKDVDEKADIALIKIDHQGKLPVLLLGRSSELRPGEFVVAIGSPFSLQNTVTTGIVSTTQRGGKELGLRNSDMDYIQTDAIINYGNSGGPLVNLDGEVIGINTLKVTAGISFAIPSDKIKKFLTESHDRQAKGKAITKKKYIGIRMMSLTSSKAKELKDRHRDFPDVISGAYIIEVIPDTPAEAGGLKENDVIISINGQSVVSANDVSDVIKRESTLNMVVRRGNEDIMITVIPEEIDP
NR1D1 modulator – modulators of human Rev-erb alpha DNA binding; P20393; Rev-erbα–FITC-DNA binding, fluorescence polarization, 90 min; activity, % at 10 µM; 370,000 compounds, 0.79% hits;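 active means activity above about 14%, limit read from the data; passing the limit was not always enough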;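 further: 0% = DMSO wells with 35 nM protein and 100% = DMSO wells with 750 nM protein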
ARFGAP1 inhibitor – rat ARFGAP1 inhibition; Q62848; Arfgap1-stimulated ARF1 GTP hydrolysis, GDP FP detection; 360,000 compounds, 0.26% hits; inhibition, % at 16.5 µM;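 active means inhibition above a per-plate limit, mean inhibition of low control wells plus 3 SD, cut at about 25% in these data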;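 further: 0% = DMSO wells with enzyme and 100% = wells lacking Arfgap1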
Target sequence (Q62848 1-136 limits assumed): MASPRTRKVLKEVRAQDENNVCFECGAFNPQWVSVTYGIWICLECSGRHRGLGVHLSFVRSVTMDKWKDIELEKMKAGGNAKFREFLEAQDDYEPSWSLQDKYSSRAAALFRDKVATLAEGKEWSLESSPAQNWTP
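Material: truncated rat Arfgap1 GAP domain; Incubation: compound-enzyme preincubation 20 min, reaction 120 min, detection 60 min, 25 °C; Read-out: percent inhibition of Arfgap1-stimulated GTP hydrolysis; Technique: FP, GDP Alexa 633 tracer displaced from anti-GDP antibody, 620/688 nm; Controls: No-Arfgap1 wells (100%) versus DMSO full-reaction wells (0%); Replication: single well per compound.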
GC-A act – GC-A (human) enzyme activation. HEK293 GC-A cells, cGMP TR-FRET, EC30 ANP; 0% at EC30 ANP, 100% saturating ANP. 370,000 compounds, 0.14% hits. activation, % at 10 µM. P16066; in the data active means activation above about 40%
GC-B act – GC-B (human) receptor activation | AID 1920062 | activation, % at 10 µM | P20594 | HEK293-GC-B cells, CNP EC30, cGMP TR-FRET; 0% at EC30 CNP, 100% saturating CNP | 370,000 compounds, 0.11% hits;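 active means activation at 10 µM reaching about 35% in either raw or pattern-adjusted values, limit read from the data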
mABHD4 FP – inhibits mouse alpha/beta hydrolase domain 4. inhibition, % at 8.92 µM. Q8VD66. 370,000 compounds, 0.54% hits. purified mABHD4, FP-Rh probe fluorescence polarization;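 active means inhibition exceeding the mean over every tested compound plus 3 SD, cut at about 30% in these data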;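 further: 0% = plate median of compound wells and 100% = S159A mutant with DMSO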
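Doses – 8.92 µM, single dose · Material – wild-type mouse ABHD4 protein · Replication – single well per compound (singlicate) · Measure – percent inhibition of probe binding, normalized to plate controls · Schedule – 45 min compound pre-incubation plus 60 min probe step, 25 °C · Detection – fluorescence polarization with parallel and perpendicular emission, 525/598 nm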
* marks the source's active call; other numbers are inactive results. No enrichment for hits. About 4.4% of those tested had a hit in this group.

The opening two records (preview)
Results for CCOC(=O)[C@]12CCCC=C1N(CCC1=CCCCC1)C(=O)[C@H](CC(=O)NCc1ccc(OC)c(OC)c1)C2 ?
PG9 Ab binder: -0.4; rCAG binder: 1; SMARCA2 activ: -6; ASAP1 GAP inh: -8; NR1D1 modulator: 8; ARFGAP1 inhibitor: -19; GC-A act: -5; GC-B act: 1; mABHD4 FP: -7

What do the screens show for `Cc1noc(C)c1S(=O)(=O)N1CCC(C(=O)Nc2ccc(Br)cc2)CC1`?
PG9 Ab binder: 1.1; rCAG binder: 4; SMARCA2 activ: 0; ASAP1 GAP inh: 5; HTRA1 inh: -2; NR1D1 modulator: -2; ARFGAP1 inhibitor: 8; GC-A act: 6; GC-B act: 3; mABHD4 FP: -7

Results, from the start:
Results for CCOC(=O)[C@]12CCCC=C1N(CCC1=CCCCC1)C(=O)[C@H](CC(=O)NCc1ccc(OC)c(OC)c1)C2 ?
PG9 Ab binder: -0.4; rCAG binder: 1; SMARCA2 activ: -6; ASAP1 GAP inh: -8; NR1D1 modulator: 8; ARFGAP1 inhibitor: -19; GC-A act: -5; GC-B act: 1; mABHD4 FP: -7

What do the screens show for `Cc1noc(C)c1S(=O)(=O)N1CCC(C(=O)Nc2ccc(Br)cc2)CC1`?
PG9 Ab binder: 1.1; rCAG binder: 4; SMARCA2 activ: 0; ASAP1 GAP inh: 5; HTRA1 inh: -2; NR1D1 modulator: -2; ARFGAP1 inhibitor: 8; GC-A act: 6; GC-B act: 3; mABHD4 FP: -7

How did COc1ccc(N(CCC(=O)O)S(=O)(=O)c2ccc(C)c(C)c2)cc1 do in these assays?
PG9 Ab binder: -0.6; rCAG binder: 5; SMARCA2 activ: -1; ASAP1 GAP inh: 13; HTRA1 inh: -1; NR1D1 modulator: 4; ARFGAP1 inhibitor: 21; GC-A act: 0; GC-B act: 0; mABHD4 FP: 1

How did O=S(=O)(NCCc1ccncc1)c1ccc(S(=O)(=O)N2CCCCCC2)cc1 do in these assays?
PG9 Ab binder: -3.9; rCAG binder: 3; SMARCA2 activ: 0; ASAP1 GAP inh: 4; HTRA1 inh: -6; NR1D1 modulator: -6; ARFGAP1 inhibitor: 3; GC-A act: 3; GC-B act: 1; mABHD4 FP: -3

What do the screens show for `O=C(O)c1cccc(-n2c(/C=C/c3cccc([N+](=O)[O-])c3)nc3ccccc3c2=O)c1`?
PG9 Ab binder: -1.3; rCAG binder: 10; SMARCA2 activ: 2; ASAP1 GAP inh: 13; HTRA1 inh: -4; NR1D1 modulator: 7; ARFGAP1 inhibitor: 3; GC-A act: -4; GC-B act: -7; mABHD4 FP: 5

How did Cc1c(C(=O)O)sc2[nH]c(=O)n(Cc3ccccc3)c(=O)c12 do in these assays?
PG9 Ab binder: -0.1; rCAG binder: 3; SMARCA2 activ: -1; ASAP1 GAP inh: 7; HTRA1 inh: 4; NR1D1 modulator: 8; ARFGAP1 inhibitor: 1; GC-A act: 0; GC-B act: 2; mABHD4 FP: -5

Results for COc1ccc(Cc2nnc(NC(=O)C3CCCO3)s2)cc1 (centres undefined) ?
PG9 Ab binder: 1.4; rCAG binder: -2; SMARCA2 activ: 3; ASAP1 GAP inh: -8; HTRA1 inh: 2; NR1D1 modulator: 0; ARFGAP1 inhibitor: 5; GC-A act: 2; GC-B act: 6; mABHD4 FP: -1

How did CC(=O)OCC(=O)C1(O)CCC2C3CC(C)C4=CC(=O)C=CC4(C)C3=CCC21C (centres undefined) do in these assays?
PG9 Ab binder: 0.1; rCAG binder: 0; SMARCA2 activ: -4; ASAP1 GAP inh: -5; HTRA1 inh: -12; NR1D1 modulator: -6; ARFGAP1 inhibitor: -7; GC-A act: 0; GC-B act: -2; mABHD4 FP: 5

How did COc1ccc(C(=O)CCC(=O)Nc2cccnc2)c(OC)c1 do in these assays?
PG9 Ab binder: -0.1; rCAG binder: 1; SMARCA2 activ: -2; ASAP1 GAP inh: -3; HTRA1 inh: -2; NR1D1 modulator: 3; ARFGAP1 inhibitor: 3; GC-A act: 3; GC-B act: 0; mABHD4 FP: 1

Results for C#CCNC(=O)C1CCN(c2ccc(S(=O)(=O)N3CCOCC3)cc2Cl)CC1 ?
PG9 Ab binder: -0.1; rCAG binder: -1; SMARCA2 activ: -7; ASAP1 GAP inh: -9; HTRA1 inh: -3; NR1D1 modulator: -3; ARFGAP1 inhibitor: -12; GC-A act: 0; GC-B act: 2; mABHD4 FP: -3

How did Oc1ccc(CNc2cccnc2)c2cccnc12 do in these assays?
NR1D1 modulator: -5; GC-A act: -3; GC-B act: -13; mABHD4 FP: 6

Results for Nc1ccc(-n2cc(-c3ccccc3)[nH]c2=S)cc1 ?
PG9 Ab binder: -1.7; rCAG binder: 6; SMARCA2 activ: 0; ASAP1 GAP inh: 6; HTRA1 inh: 17; NR1D1 modulator: -3; ARFGAP1 inhibitor: -2; GC-A act: 0; GC-B act: 1; mABHD4 FP: 1

Results for COc1ccc(-c2cc3nc(C4CCN(C(=O)OC(C)(C)C)CC4)c(C(=O)O)cn3n2)cc1 ?
PG9 Ab binder: 1.6; rCAG binder: 30; SMARCA2 activ: 0; ASAP1 GAP inh: 11; HTRA1 inh: -14; NR1D1 modulator: 5; ARFGAP1 inhibitor: 6; GC-A act: 3; GC-B act: -2; mABHD4 FP: -20

How did CCOC(=O)C1C(c2ccc(OC)c(OC)c2)c2c([nH][nH]c2=O)CC1(C)O (centres undefined) do in these assays?
PG9 Ab binder: 0.4; rCAG binder: -4; SMARCA2 activ: -2; ASAP1 GAP inh: 0; HTRA1 inh: 5; NR1D1 modulator: -5; ARFGAP1 inhibitor: 2; GC-A act: 2; GC-B act: 4; mABHD4 FP: 3

How did CCOC(=O)C1C(C(=O)OC)=C(c2ccc(F)cc2)c2ccccc2N1S(=O)(=O)C(F)(F)F (centres undefined) do in these assays?
PG9 Ab binder: 0.5; rCAG binder: -1; SMARCA2 activ: -1; ASAP1 GAP inh: 9; HTRA1 inh: 0; NR1D1 modulator: 1; ARFGAP1 inhibitor: 2; GC-A act: 1; GC-B act: -3; mABHD4 FP: -7

Results for CN1C(=O)C(CC(=O)NC2CCCCC2)N(C)C1=O (centres undefined) ?
PG9 Ab binder: -1.5; rCAG binder: -1; SMARCA2 activ: -1; ASAP1 GAP inh: -3; HTRA1 inh: 0; NR1D1 modulator: 7; ARFGAP1 inhibitor: 2; GC-A act: 2; GC-B act: 2; mABHD4 FP: -5

How did N#CCCn1cc(C(CC(=O)c2ccccc2)C(=O)O)c2ccccc21 (centres undefined) do in these assays?
PG9 Ab binder: 0.1; rCAG binder: 11; SMARCA2 activ: -1; ASAP1 GAP inh: 4; HTRA1 inh: -4; NR1D1 modulator: 2; ARFGAP1 inhibitor: -3; GC-A act: 5; GC-B act: 6; mABHD4 FP: 1

What do the screens show for `CCOC(=O)[C@]12CCCC=C1N(CCC1=CCCCC1)C(=O)[C@H](CC(=O)NCCCOC)C2`?
PG9 Ab binder: 1.2; rCAG binder: -2; SMARCA2 activ: 2; ASAP1 GAP inh: -5; NR1D1 modulator: -4; ARFGAP1 inhibitor: 11; GC-A act: 3; GC-B act: 5; mABHD4 FP: 3

What do the screens show for `Clc1cccc(CSc2nnc(-c3cccnc3)n2Cc2ccco2)c1`?
HTRA1 inh: -1; NR1D1 modulator: 3; GC-A act: -12; GC-B act: -9

Results for C[C@H](CO)N1C[C@H](C)[C@@H](CN(C)C(=O)Nc2ccccc2)OCc2cn(nn2)CCCC1=O ?
PG9 Ab binder: 0.3; rCAG binder: 1; SMARCA2 activ: 5; ASAP1 GAP inh: -10; NR1D1 modulator: -1; ARFGAP1 inhibitor: -7; GC-A act: 5; GC-B act: 4; mABHD4 FP: 3

Results for CC1=C(C(=O)N(C(C)C)C(C)C)CC(CC(=O)NCCCN(C)C)C(=O)N1CCCN1CCCC1=O (centres undefined) ?
PG9 Ab binder: -1.7; rCAG binder: 1; SMARCA2 activ: 4; ASAP1 GAP inh: -2; NR1D1 modulator: -7; ARFGAP1 inhibitor: -16; GC-A act: 2; GC-B act: 5; mABHD4 FP: 2

Results for Cc1csc(SCC(=O)Nc2ccc(C)c(S(=O)(=O)N(C)C)c2)n1 ?
PG9 Ab binder: -0.1; rCAG binder: 6; SMARCA2 activ: -1; ASAP1 GAP inh: 4; HTRA1 inh: 1; NR1D1 modulator: 4; ARFGAP1 inhibitor: 7; GC-A act: -1; GC-B act: -3; mABHD4 FP: 3

Results for CCCN(CC1CC1)C(=O)CNc1nnnn1-c1ccccc1 ?
rCAG binder: 3; SMARCA2 activ: -6; NR1D1 modulator: -2; GC-A act: 1; GC-B act: -5; mABHD4 FP: -3

How did CCOC(=O)N1CCN(C2=NC3(CCCCC3)C(C#N)C(=O)N2)CC1 (centres undefined) do in these assays?
PG9 Ab binder: 1.4; rCAG binder: 0; SMARCA2 activ: -4; ASAP1 GAP inh: -9; HTRA1 inh: 2; NR1D1 modulator: -1; ARFGAP1 inhibitor: 4; GC-A act: 0; GC-B act: 5; mABHD4 FP: 3

How did CCOc1ccc(/C=N/NC(=O)c2csc(C)c2C)c(OCC)c1 do in these assays?
PG9 Ab binder: 0.0; rCAG binder: -3; SMARCA2 activ: -1; ASAP1 GAP inh: -3; HTRA1 inh: -5; NR1D1 modulator: -3; ARFGAP1 inhibitor: -2; GC-A act: 0; GC-B act: 3; mABHD4 FP: 4

What do the screens show for `Cc1ccc(S(=O)(=O)c2c(C)cc(C)[nH]c2=O)cc1`?
PG9 Ab binder: 0.9; rCAG binder: -2; SMARCA2 activ: -1; ASAP1 GAP inh: -3; HTRA1 inh: -1; NR1D1 modulator: 8; ARFGAP1 inhibitor: 5; GC-A act: 2; GC-B act: 3; mABHD4 FP: 2

Results for O=C(N/N=C/c1ccccc1)NC1CCCCC1 ?
PG9 Ab binder: -4.2; rCAG binder: -3; SMARCA2 activ: 1; ASAP1 GAP inh: -3; HTRA1 inh: -3; NR1D1 modulator: 0; ARFGAP1 inhibitor: 6; GC-A act: 4; GC-B act: 0; mABHD4 FP: -8

How did O=C(Nc1ccc2c(c1)CCCN2C(=O)c1cccs1)c1cccc(F)c1 do in these assays?
PG9 Ab binder: -1.3; rCAG binder: -1; SMARCA2 activ: 1; ASAP1 GAP inh: -7; HTRA1 inh: -22; NR1D1 modulator: -4; ARFGAP1 inhibitor: -1; GC-A act: -3; GC-B act: -2; mABHD4 FP: 6

How did O=C(O)c1ccc(CN2C(=O)c3ccc(Oc4ccc([N+](=O)[O-])cc4)cc3C2=O)cc1 do in these assays?
PG9 Ab binder: -1.1; rCAG binder: 2; SMARCA2 activ: 0; ASAP1 GAP inh: 3; HTRA1 inh: 6; NR1D1 modulator: 1; ARFGAP1 inhibitor: -4; GC-A act: -6; GC-B act: -2; mABHD4 FP: 17

Results for CS(=O)(=O)N1Cc2ccccc2CC1C(=O)O (centres undefined) ?
PG9 Ab binder: 0.3; rCAG binder: 3; SMARCA2 activ: -4; ASAP1 GAP inh: -10; HTRA1 inh: 1; NR1D1 modulator: -4; ARFGAP1 inhibitor: 6; GC-A act: 3; GC-B act: 2; mABHD4 FP: 0
